TDP1 inh: qHTS Assay for Inhibitors of Tyrosyl-DNA Phosphodiesterase (TDP1) | Tyrosyl-DNA phosphodiesterase 1 (Homo sapiens), Q9NUW8 | recombinant TDP1, AlphaScreen DNA substrate cleavage | Potency, µM (series often up to 130 µM), inactives show at the highest dose activity change, negative = inhibition, actives largely listed as inhibitors | actives 0.28% (n = 350,000); also: nearly all actives have a fitted effect of over 40% in size
Target sequence (Q9NUW8 whole entry, looked up): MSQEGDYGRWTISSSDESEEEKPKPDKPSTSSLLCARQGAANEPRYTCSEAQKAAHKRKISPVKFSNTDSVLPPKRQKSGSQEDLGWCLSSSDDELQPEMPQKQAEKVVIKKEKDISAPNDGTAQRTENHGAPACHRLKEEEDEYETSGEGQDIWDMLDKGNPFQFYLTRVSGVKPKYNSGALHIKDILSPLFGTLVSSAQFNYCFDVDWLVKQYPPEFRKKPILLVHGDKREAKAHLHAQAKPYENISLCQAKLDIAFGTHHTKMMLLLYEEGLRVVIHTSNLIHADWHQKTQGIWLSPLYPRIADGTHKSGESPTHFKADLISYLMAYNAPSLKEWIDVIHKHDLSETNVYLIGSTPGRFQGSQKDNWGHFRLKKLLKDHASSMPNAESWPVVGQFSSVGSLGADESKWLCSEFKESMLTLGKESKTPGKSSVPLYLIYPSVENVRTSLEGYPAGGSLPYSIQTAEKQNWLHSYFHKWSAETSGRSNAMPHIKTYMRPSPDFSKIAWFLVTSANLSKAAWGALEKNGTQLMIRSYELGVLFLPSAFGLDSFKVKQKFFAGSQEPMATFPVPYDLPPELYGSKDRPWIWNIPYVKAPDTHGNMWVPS
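Signal: AlphaScreen proximity between streptavidin donor and anti-FITC acceptor beads on intact substrate. Reaction: Tdp1 1 nM, substrate 15 nM final, 5 min RT after 15 min compound preincubation.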
TDP1 cell noCPT: qHTS for Inhibitors of human tyrosyl-DNA phosphodiesterase 1 (TDP1): qHTS in cells in absence of CPT. Potency, µM (top dose mostly 46.2 µM), without a hit: top-dose activity change, negative = growth inhibition, usual class: inhibitors. actives 15% (n = 420,000). DT40 Tdp1-/- hTDP1 cells, no CPT, ATP luminescence, 48 h; also: nearly all actives have a fitted effect of over 55% in size
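A cellular qHTS used chicken DT40 cells lacking endogenous Tdp1 but carrying stably transfected human TDP1. Compounds were applied without camptothecin, and cell growth kinetics were judged by ATP-dependent luminescence after ≥48 hr.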
N370S GC: qHTS Assay for Inhibitors and Activators of N370S glucocerebrosidase as a Potential Chaperone Treatment of Gaucher Disease. N370S GC spleen homogenate, 4MU-glucoside fluorescence. Lysosomal acid glucosylceramidase (Homo sapiens), P04062. actives 0.092% (n = 330,000). Potency, µM (titrated, usually from 59.4 µM), inactives show at the top dose activity change, negative = inhibition, most hits filed as inhibitors;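 also: 0% = full enzyme activity and -100% = no enzyme basal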
The depositor's hits bear a star; ? = inconclusive; / = not tested or not shown; & = joins results of further samples; [ ] = another dose, or the depositor's remark. Calls follow the shape of the dose curve; as a rule, active = well fitted curve in the direction sought with a large enough effect; inconclusive = small, poorly fitted or top-dose-only effect, or another doubt; inactive = no such curve, though single readings can be large; an effect the other way counts as inactive or inconclusive. Unless noted, % is scaled to controls: 0 for no effect and ±100 for the full control effect; potency is read from the fitted curve at half-maximal effect.

entry | structure | TDP1 inh | TDP1 cell noCPT | N370S GC
1 | CCn1nc(C)c(C2C(C#N)=C(N)Oc3n[nH]c(C)c32)c1C (stereo not given) | 5% | -23% | 10%
2 | CCOc1ccc2[nH]c3c(NCCO)ncnc3c2c1 | / | 1% | -7%
3 | CCOC(=O)CN1CC23C=CC(O2)C(C(=O)NCc2ccc(C)cc2)C3C1=O (stereo not given) | -1% | -1% | -2%
4 | CCOc1ccc(OCc2cccc(C(=O)Nc3ccc(CN4CCCCC4)cc3)c2)cc1 | 3% | 21µM* | ?
5 | N#CC1=C(N)SC(N)=C(C#N)C1CCC1CCCCC1 | 8% | / | -3%
6 | COc1ccc(CCNc2nc(-c3ccccc3OC)cc(C(F)(F)F)n2)cc1OC | 3% | ? | /
7 | Cc1sc(NC(=O)c2ccccc2F)c(CN2CCCCC2C)c1C (stereo not given) | -11% | 12µM* | 21%
8 | CSc1cccc(NC(=S)N2CCCN(Cc3ccc(F)cc3)C2)c1 | 6% | ? | 3%
9 | O=C(NNC(=O)c1ccc2ccccc2n1)c1ccc(O)cc1 | 2% | ? | /
10 | CN(C)C=Nc1ncc2c3ccccc3n(Cc3ccccc3)c2c1C#N | 4% | ? | 1%

The last 6 compounds of the part before come first, to join the parts.
entry | structure | TDP1 inh | TDP1 cell noCPT | N370S GC
5 | N#CC1=C(N)SC(N)=C(C#N)C1CCC1CCCCC1 | 8% | / | -3%
6 | COc1ccc(CCNc2nc(-c3ccccc3OC)cc(C(F)(F)F)n2)cc1OC | 3% | ? | /
7 | Cc1sc(NC(=O)c2ccccc2F)c(CN2CCCCC2C)c1C (stereo not given) | -11% | 12µM* | 21%
8 | CSc1cccc(NC(=S)N2CCCN(Cc3ccc(F)cc3)C2)c1 | 6% | ? | 3%
9 | O=C(NNC(=O)c1ccc2ccccc2n1)c1ccc(O)cc1 | 2% | ? | /
10 | CN(C)C=Nc1ncc2c3ccccc3n(Cc3ccccc3)c2c1C#N | 4% | ? | 1%
11 | CCCNC(=O)OC[C@@H]1O[C@H](CCO/N=C(\C)CCC(=O)OC[C@@H]2O[C@H](c3ccccc3)C=C[C@@H]2Oc2ccc(OC)cc2)C=C[C@@H]1Oc1ccc(OC)cc1 | 6%[21 µM] | / | 2%[12.8 µM]
12 | O=C(NCCN1CCN(C(=O)c2ccc(Br)cc2)CC1)c1ccc(Br)cc1 | 4% | 1% | -15%
13 | CCOc1ccc(CCn2c3c(c(=O)[nH]c2=O)C(NC(=O)c2ccccc2)(C(F)(F)F)C(=O)N3)cc1OCC (stereo not given) | 2% | 1% | /
14 | CC(Sc1nc2c(c(=O)n(C)c(=O)n2C)n1Cc1cc2c(cc1Cl)OCO2)C(=O)O (stereo not given) | -3% | -3% | -8%
15 | COc1ccc(-c2nnc(NC(=O)C3CC3)o2)cc1 | 0% | ? | 7%
16 | Cc1noc(C)c1NC(=O)N(C)C[C@H]1Oc2ccc(NC(=O)Cn3cnnn3)cc2C(=O)N([C@H](C)CO)C[C@@H]1C | 1% | -17% | /
17 | COc1cccc(NC(=O)COC(=O)C2C3CC4OC(=O)C2C4C3)c1 (stereo not given) | -4% | 10% | -1%
18 | O=C1C(Nc2ccccc2)=CC(=O)c2ncccc21 | 16%&20% | 1.1µM* | ?
19 | CCOC(=O)CSc1nnc(Cc2cc(=O)[nH]c(=O)[nH]2)n1-c1cccc(OC)c1 | 5% | 0% | -13%
20 | CC(Sc1nc(-c2ccccc2)cc(C(F)(F)F)n1)C(=O)Nc1sc2c(c1C(N)=O)CCC2 (stereo not given) | 3% | 6% | 9%
21 | COc1ccc(-c2nnn(-c3ccc(Cl)cc3Cl)c2N)cc1 | 4% | ? | 19%
22 | COc1ccc(C(=O)COC(=O)c2ccccn2)cc1OC | 0% | 5% | /
23 | CC(C)n1cc(/C=N/Nc2ccc(C(=O)O)cc2)c2ccccc21 | / | 2% | -2%
24 | Cc1ccc(NC(=O)CSc2nnc3ccc(-c4ccncc4)nn23)cc1 | / | -19% | -16%
25 | Cc1ccc2c(c1)N(Cc1ccccn1)C(=O)C(C)O2 (stereo not given) | 2% | -17% | 3%
26 | COc1ccc(S(=O)(=O)N2CCC3(CC2)OCCN3S(=O)(=O)c2cccs2)cc1 | 0%[0.505 µM] | ? | -5%
27 | CCc1c(C)nc(SCC(=O)Nc2c(C)n(C)n(-c3ccccc3)c2=O)[nH]c1=O | -5% | -20% | -13%
28 | COc1ccc(S(=O)(=O)N2CCCCCC2)cc1NC(=O)CN1C(=O)NC(C)(c2ccccc2)C1=O (stereo not given) | 0% | ? | -17%
29 | COc1ccc(NC(C)=[N+](C)CCNS(=O)(=O)c2ccc(Cl)cc2)cc1 | 2% | -20% | -4%
30 | O=C(NCCCN1CCCC1=O)c1cccc(C(F)(F)F)c1 | 2% | 4% | 6%
31 | COCC(=O)Nc1c(C(=O)Nc2ccc3c(c2)OCO3)oc2ccccc12 | 1% | ? | 5%
32 | O=C(CCC(=O)NC1CCCCC1)Nc1cccnc1 | / | 5% | -12%
33 | CN(CC(=O)N1CCc2ccccc21)S(=O)(=O)c1cccs1 | 4% | -26% | 3%
34 | CCCOC(=O)Cc1c(O)c2ccccc2[nH]c1=O | 4% | ? | -3%
35 | Cc1ccc(C)c(NC(=O)C2CC(=O)N(C(C)C)C2)c1 (stereo not given) | 4% | -4% | -20%
36 | COCCNC(=O)C1CC(c2ccc(F)cc2)=NO1 (stereo not given) | 4% | 2% | -1%
37 | O=C(NCC(=O)N(Cc1ccco1)C(C(=O)NC1CCCC1)c1ccncc1)c1cccs1 (stereo not given) | 5% | -16% | -10%
38 | CCOc1ccc(NC(=O)c2oc3ccccc3c2NC(=O)C(C)Oc2ccccc2)cc1 (stereo not given) | 9% | 21µM* | /
39 | CC(C)N(Cc1ccccc1)C(=O)C1CCCN(c2ncnc3c2nc2n3CCCCC2)C1 (stereo not given) | 3% | 18µM* | 4%
40 | CCOC(=O)c1c(NC(C)=O)sc2c1CCC(C=O)=C2Sc1ccccc1 | 8% | 6.5µM* | 16%
41 | O=C(Nc1nccs1)c1ccc(-c2cccc([N+](=O)[O-])c2)o1 | 3% | ? | -6%
42 | CN1CCN(c2ccc(Nc3c4ccccc4nc4ccccc34)cc2)CC1 | 21% | / | 18%
43 | Cc1cc(NC(=O)c2cn(C3CCCCC3)c(=O)c3c2c2ccccc2n3C)no1 | 5% | 23µM* | 30%
44 | CC(C)Cn1c(/C=C/c2ccccc2)nc2ccccc21 | -8% | ? | 11%
45 | Cc1cc(C)cc(N(CCC#N)C(=O)CSC2=Nc3ccccc3C3CC=NN23)c1 (stereo not given) | 0% | ? | 17%
46 | O=C(CN1c2ccccc2Sc2ccccc21)N/N=C/c1ccccc1 | / | ? | 15%
47 | COc1c(C)cccc1C(=O)Nc1ccc(N2CCN(S(C)(=O)=O)CC2)cc1 | 0% | ? | -11%
48 | COc1ccc(C(=O)NNC2=NCCCCC2)cc1 | 2% | 4% | 16%
49 | COc1cccc(/C=N/NC(=O)c2nc(-c3ccccc3)cc(-c3ccccc3)n2)c1O | ? | 9.2µM* | 6%
50 | O=C(COC(=O)c1ccc(Br)o1)Nc1ccc(N2CCOCC2)cc1 | 0% | 0% | /
51 | O=[N+]([O-])c1ccc(N2CCN(C(=S)Nc3ccc(F)cc3F)CC2)cc1 | 0% | 8.2µM* | 6%
52 | COc1ccccc1-n1cnnc1SCC(=O)N1CCOCC1 | -1% | 5% | 0%
53 | O=C(CN1C(=O)NC2(CCCCCC2)C1=O)N1CCN(c2ccccc2)CC1 | 0% | 8% | /
54 | CCn1c(SCC(=O)Nc2oc(C)c3c(C)n[nH]c(=O)c23)nc2sc(C)c(C)c2c1=O | -6% | ? | -20%
55 | CC(=O)Nc1cc[n+](C(C)C(=O)c2ccc(Cl)cc2)cc1 (stereo not given) | -1% | 16µM* | -11%
56 | COc1cccc(-n2cnnn2)c1 | 0% | 3% | -18%
57 | CCCc1cc(=O)[nH]c2nnc(SCC(=O)Nc3ccc(OC)cc3)n12 | 5% | -5% | /
58 | COc1ccc(OCC(=O)Nc2cc(C)c(Cl)cc2OC)c([N+](=O)[O-])c1 | -1% | ? | 1%
59 | CCC(=O)Nc1cc(Cl)ccc1C(=O)O | 0% | -27% | -4%
60 | CCC1(c2ccccc2)NC(=O)N(CC(=O)Nc2ccc3c(C)cc(=O)oc3c2)C1=O (stereo not given) | / | ? | ?

Next section.
entry | structure | TDP1 inh | TDP1 cell noCPT | N370S GC
61 | Cc1cc(NC(=O)C(C)SCC(=O)N(C)CC(=O)Nc2ccc(F)cc2)no1 (stereo not given) | -2% | 22% | 2%
62 | CSc1cccc(NC(=O)c2cc(S(=O)(=O)N3CCCCC3)c[nH]2)c1 | / | -9% | 3%
63 | Cc1ccc2oc(=O)c3cnn(CC(=O)N4CCN(c5cccc(C(F)(F)F)c5)CC4)c3c2c1 | 1% | ? | /
64 | O=S(=O)(c1ccc(SCc2cccc(Cl)c2)nc1)N1CCCC1 | -15% | -19% | /
65 | COC(=O)C1=C(C)N=C2SC(C#N)=C(N)N2C1c1ccc(OCc2ccccc2)cc1 (stereo not given) | 7% | ? | -16%
66 | Cc1cccc(OCC(=O)NNC(=O)c2cc(S(=O)(=O)N(C)C)ccc2N2CCCC2)c1 | 1% | 10% | /
67 | CC(Sc1nnc(-c2ccco2)n1N)C(=O)NC1CCCCC1C (stereo not given) | 2% | 1% | /
68 | O=C(NC(Cc1ccccc1)C(=O)N1CCCC(C(F)(F)F)C1)c1ccccc1 (stereo not given) | -4% | -7% | -27%
69 | COc1ccc(NC(=O)CN(C)C(=O)c2ccccc2CCc2ccccc2)cc1 | 4% | -25% | -5%
70 | COc1ccc(C(=O)c2cn(CC(=O)Nc3cc(OC)cc(OC)c3)c3ccc(OC)cc3c2=O)cc1 | ? | ? | -8%
71 | COc1ccc(-c2nn(-c3ccccc3)cc2/C=N/O)cc1 | / | -9% | -10%
72 | COc1ccccc1CN1CCN(Cc2nc(-c3ccc(C)cc3)oc2C)CC1 | / | ? | 11%
73 | COc1ccc(N(CC(=O)Nc2ccccc2OC)S(=O)(=O)c2ccccc2)cc1Cl | / | ? | 2%
74 | Cc1ccc(CNC(=O)CSc2nc3[nH]ncc3c(=O)[nH]2)cc1 | 4% | ? | -20%
75 | COC(=O)c1ccc(S(=O)(=O)N2CCN(C)CC2)n1C | 1% | 16% | 0%
76 | Cc1ccc(-c2cc(-c3ccc(Cl)cc3)c(C#N)c(N)n2)o1 | 1% | 9.2µM* | 10%
77 | Cc1cc2ccc3ccccc3c2cc1CN(C)C | 8% | ? | -19%
78 | O=C(Nc1ccc(S(=O)(=O)Nc2nccs2)cc1)c1c(F)c(F)c(F)c(F)c1F | 5% | 4% | -5%

6 compounds drawn at random from those above, as already listed:
entry | structure | TDP1 inh | TDP1 cell noCPT | N370S GC
77 | Cc1cc2ccc3ccccc3c2cc1CN(C)C | 8% | ? | -19%
78 | O=C(Nc1ccc(S(=O)(=O)Nc2nccs2)cc1)c1c(F)c(F)c(F)c(F)c1F | 5% | 4% | -5%
72 | COc1ccccc1CN1CCN(Cc2nc(-c3ccc(C)cc3)oc2C)CC1 | / | ? | 11%
73 | COc1ccc(N(CC(=O)Nc2ccccc2OC)S(=O)(=O)c2ccccc2)cc1Cl | / | ? | 2%
71 | COc1ccc(-c2nn(-c3ccccc3)cc2/C=N/O)cc1 | / | -9% | -10%
74 | Cc1ccc(CNC(=O)CSc2nc3[nH]ncc3c(=O)[nH]2)cc1 | 4% | ? | -20%

High-throughput results deposited in PubChem by National Center for Advancing Translational Sciences (NCATS).

These rows are one share of the data; rates above refer to the full screens.
